# Compound activity from PubChem BioAssay.
# Pin1 inh = inhibitors of human Pin1 | Q13526 | Pin1 FP peptide displacement, HiFluor488, 10 min | Potency, µM (series often up to 115 µM), for inactives: at the top dose activity, negative = inhibition, hits mostly inhibitors | hit rate 0.009% among 390,000; active = well fitted inhibition curve with a large enough effect in the polarisation, with a control signal flat, not every such curve was filed as active; inconclusive = small, poorly fitted or top-dose-only effect, or effect the other way, or a change in a side signal; inactive = no such curve, though single readings can be large or run the other way; the % refers to the polarisation; also: potency is read from the fitted curve at half-maximal effect; % is scaled to controls: 0 for no effect and ±100 for the full control effect
# Target sequence (Q13526 whole entry, looked up): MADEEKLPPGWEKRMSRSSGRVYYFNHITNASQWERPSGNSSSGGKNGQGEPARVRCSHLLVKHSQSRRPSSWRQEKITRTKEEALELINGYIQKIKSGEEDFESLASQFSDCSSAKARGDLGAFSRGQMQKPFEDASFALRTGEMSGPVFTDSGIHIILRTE
# HP1b chromo inh = inhibitors of HP1-beta chromodomain binding to methylated histone tails; P83916; AID 540317; AlphaScreen HP1-beta / biotin-H3K9me3 peptide binding; Potency, µM (titrated, usually from 114 µM), without a hit: at the top dose activity change, negative = inhibition, actives largely listed as inhibitors; hit rate 0.56% among 390,000; also: potency is read from the fitted curve at half-maximal effect; nearly all actives have a fitted effect of over 70% in size; inactives centre near 23
#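 AlphaScreen: HP1-beta (50 nM) preformed 30 min with biotin-H3(1-18)K9me3 peptide (50 nM) in PBS pH 7.4, 0.01% Tween-20. Compound added for 30 min at RT, then streptavidin donor/nickel chelate acceptor beads (10 ug/mL) for 30 min.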
# G9a block = G9a (human) methyltransferase inhibition; AID 504332; hit rate 8.8% among 350,000; G9a H3K9 monomethylation, AlphaScreen, 2 h; Potency, µM (top dose mostly 102 µM), without a hit: at the top dose activity, negative = inhibition, most hits filed as inhibitors; Q96KQ7; also: potency is read from the fitted curve at half-maximal effect; % is scaled to controls: 0 for no effect and ±100 for the full control effect; nearly all actives have a fitted effect of over 75% in size
# Target sequence (Q96KQ7 913-1193 limits assumed): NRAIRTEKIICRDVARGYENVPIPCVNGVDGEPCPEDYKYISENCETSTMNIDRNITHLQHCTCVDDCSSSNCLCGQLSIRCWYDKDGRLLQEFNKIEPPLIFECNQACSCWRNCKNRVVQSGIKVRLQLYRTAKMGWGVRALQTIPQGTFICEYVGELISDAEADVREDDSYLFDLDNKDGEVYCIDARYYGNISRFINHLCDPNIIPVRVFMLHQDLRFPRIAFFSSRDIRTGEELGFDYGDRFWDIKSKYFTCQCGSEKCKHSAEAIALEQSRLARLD
#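 G9a (20 nM) was preincubated 15 min with compound, then reacted 2 h at room temperature with 500 nM biotin-H3K9 peptide and 20 µM SAM. Monomethyl-H3K9 detected by AlphaScreen using anti-H3K9me1 antibody.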
# GLS inhibitor = blocks human kidney-isoform glutaminase activity. O94925. hit rate 0.21% among 410,000. Potency, µM (top dose mostly 45.5 µM), inactives show at the top dose activity change, negative = inhibition, most hits filed as inhibitors. GLS enzymatic activity, qHTS titration; also: potency is read from the fitted curve at half-maximal effect; % is scaled to controls: 0 for no effect and ±100 for the full control effect
#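 Enzyme dispensed in phosphate buffer (45 mM, pH 8.2, 0.02% Tween-20), compounds pinned in, then 1 mM L-glutamine solution and the glutamate oxidase–HRP–Amplex Red mix added; fluorescence read immediately and again after 30 min at room temperature.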
# PGK inhibitor = inhibitors of T. brucei phosphoglycerate kinase. P07378. PGK/GAPDH coupled, Kinase-Glo luminescence, 60 min. Potency, µM (series often up to 57.5 µM), without a hit: at the top dose activity change, negative = inhibition, actives largely listed as inhibitors. hit rate 0.043% among 380,000. AID 602233; also: potency is read from the fitted curve at half-maximal effect; % is scaled to controls: 0 for no effect and ±100 for the full control effect; nearly all actives have a fitted effect of over 60% in size
#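 Luminescent ATP detection (Kinase-Glo Plus) follows a 60-minute room-temperature incubation, with wells lacking PGK as controls. Buffer: 100 mM TEA (pH 7.6), 5 mM MgCl2, 0.01% Tween-20. Coupling enzyme GAPDH (100 nM final) supplies unstable 1,3-BPG in-well.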
# JMJD2A Tudor = blocks the human JMJD2A Tudor domain | Potency, µM (top dose mostly 114 µM), inactives show at the top dose activity change, negative = inhibition, most hits filed as inhibitors | O75164 | hit rate 4.4% among 390,000 | AlphaScreen JMJD2A-Tudor / H3K4me3 peptide binding | AID 504339; also: potency is read from the fitted curve at half-maximal effect; % is scaled to controls: 0 for no effect and ±100 for the full control effect; nearly all actives have a fitted effect of over 50% in size
# BAZ2B inh = inhibitors of human BAZ2B bromodomain; AlphaScreen BAZ2B-H3K14Ac peptide displacement; hit rate 4.4% among 360,000; Potency, µM (series often up to 114 µM), without a hit: at the top dose activity change, negative = inhibition, hits mostly inhibitors; AID 504333; also: potency is read from the fitted curve at half-maximal effect; % is scaled to controls: 0 for no effect and ±100 for the full control effect; nearly all actives have a fitted effect of over 60% in size
#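 Compounds, titrated to a top concentration of 110 uM, were incubated 30 min at room temperature with preformed BAZ2B/acetyl-K14 H3 peptide complex (50 nM each). Proximity signal was measured by AlphaScreen after 20 min with beads.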
# POLH inh = blocks human DNA polymerase eta activity; recombinant Pol eta, fluorescent DNA replication assay; Potency, µM (titrated, usually from 114 µM), for the others: top-dose activity change, negative = inhibition, actives largely listed as inhibitors; hit rate 1.2% among 390,000; AID 588591; also: potency is read from the fitted curve at half-maximal effect; % is scaled to controls: 0 for no effect and ±100 for the full control effect
#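 Pol eta at 10 nM preincubated with compounds 15 min at room temperature; reaction started with fluorescent substrate (50 nM final) and read kinetically at 0 and 10 min.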
# PI4K2A inh = blocks human PI4K2A kinase activity; Q9BTU6; purified PI4K2A, ADP-Glo luminescence, 1 h; hits give low values; activity change, negative = inhibition, % at 76.9 µM; hit rate 0.13% among 420,000; AID 1346378; in the data active = activity change below about -50%; inconclusive = mostly about -30% to -49%;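 also: -100% = wells without enzyme as full effect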
# Target sequence (Q9BTU6 whole entry, looked up): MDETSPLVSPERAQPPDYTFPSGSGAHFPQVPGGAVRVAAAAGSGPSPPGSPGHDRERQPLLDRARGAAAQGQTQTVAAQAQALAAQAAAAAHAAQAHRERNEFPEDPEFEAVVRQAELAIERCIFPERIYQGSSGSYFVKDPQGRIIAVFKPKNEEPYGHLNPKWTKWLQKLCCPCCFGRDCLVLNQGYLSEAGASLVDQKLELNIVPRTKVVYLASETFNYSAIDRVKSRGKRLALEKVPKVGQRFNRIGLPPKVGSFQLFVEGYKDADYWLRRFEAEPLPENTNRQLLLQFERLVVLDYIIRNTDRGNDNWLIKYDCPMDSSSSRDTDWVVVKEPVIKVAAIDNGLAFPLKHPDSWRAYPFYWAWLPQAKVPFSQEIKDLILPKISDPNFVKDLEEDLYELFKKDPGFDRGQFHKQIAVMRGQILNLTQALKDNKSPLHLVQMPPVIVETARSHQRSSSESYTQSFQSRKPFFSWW
#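 In this quantitative HTS, ADP production by PI4K2A was quantified luminescently after 1 h at ambient temperature; 100 microM adenosine served as plate-quality control.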
# Active calls of the source: *; i = inactive; ? = inconclusive; nt = no result given; & = joins results of further samples; [ ] = remark or other dose. Unless noted, calls follow the shape of the dose curve; as a rule, active = well fitted curve in the direction sought with a large enough effect; inconclusive = small, poorly fitted or top-dose-only effect, or another doubt; inactive = no such curve, though single readings can be large; an effect the other way counts as inactive or inconclusive. The list is partial. The share of hits here may be higher or lower than overall.
SMILES,Pin1 inh,HP1b chromo inh,G9a block,GLS inhibitor,PGK inhibitor,JMJD2A Tudor,BAZ2B inh,POLH inh,PI4K2A inh
CCCN1CCN(CCCNC(=O)c2cc3c(s2)-c2ccccc2OC3)CC1,1%&4%,34%&30%,-5%,2%&7%,12%,1%&10%,5%&7%,-13%&-6%,6&4
O=C(N/N=C\c1cccc(Cl)c1)c1n[nH]c2c1CCCC2,3%,34%,9%[59 µM],2%,0%,-20%,-6%,12%,1
COc1cc(C)ccc1OCc1cc(C(=O)N2CCCCCCC2)no1,-6%,29%,-1%[12.7 µM],0%,-9%,-12%,-1%,-17%,5
O=C(COC(=O)c1ccc(N2CCOCC2)c([N+](=O)[O-])c1)Nc1ccc2c(c1)OCO2,-1%,7%,-3%[59 µM],-5%,-3%,-6%,?,-20%,2
CCC1(C)Cc2ccccc2C(=S)N1 (stereo not given),-3%,16%,-6%,6%,1%,-9%,-23%,6%,0
CCOCCCNC(=O)c1ccc(OC)c(OC2CCN(C(C)C)CC2)c1,-1%,54%[activator],nt,4%,3%,-2%,-5%,-3%,1
O=C(Nc1cccs1)Nc1cc(C(F)(F)F)ccc1Cl,2%,35%,4%[59 µM],9%,nt,-17%,-28%,nt,1
CC(=O)c1ccc(S(=O)(=O)NCCC(=O)NC2CCN(Cc3ccccc3)CC2)cc1,-10%,14µM*,nt,3%,-1%,4.5µM*,nt,6%,2
O=[N+]([O-])c1ccc(-c2csc(N3CCc4ccccc4C3)n2)cc1,7%,17%,-11%[59 µM],-5%,-1%,-18%,8%,-9%,-2
Cc1cc2c(cc1NC(=O)c1ccccc1Cl)n(C)c(=O)c(=O)n2C,-4%,-2%,13%[59 µM],-2%,-3%,-2%,-10%,-16%,1
CCS(=O)(=O)c1ccc2c(c1)N(S(C)(=O)=O)CC(C(=O)NCc1ccccc1OC)O2 (stereo not given),0%,37%[activator],-3%[12.7 µM],-4%,-8%,-6%,12%,6%,-3
c1ccc(-c2nnc(SCC3CCCCO3)nc2-c2ccccc2)cc1 (stereo not given),-9%,43%[activator],7%,-7%,4%,-2%,nt,-1%,4
CCc1cccc(NC(=O)Cc2nc(-c3ccc(OC)cc3)no2)c1,5%,35%,7%[59 µM],-7%,i,-8%,-16%,-11%,0
O=C(/C=C/c1ccccc1O)c1ccc(Cl)cc1,0%,27%,?,26%,i,-22%,?,-10%,-4
c1coc(CSc2ncnc3c2oc2ccccc23)c1,?,53%[activator],13%[59 µM],-8%,0%,13%,-4%,3%,1
O=C1c2cc(Cl)ccc2OC2(CCNCC2)C12CC(c1ccccc1)=NO2 (stereo not given),-1%,20%,-10%[12.7 µM],0%,-1%,-18%,-2%,-11%,8
O=C(COC(=O)c1c(F)cccc1F)NCc1ccc2c(c1)OCO2,11%,24%,12%[2.33 µM],1%,i,-11%,?,-24%,0
CC1CCC(NC(=O)c2ccc(COc3ccccc3)o2)CC1 (stereo not given),13%,28%,4%[0.501 µM],-5%,-3%,-26%,8%,-14%,-1
Cc1cc2sc3ccccc3c(=O)c2c(C)c1O,3%,16%,-33%,?,i,-22%,-5%,-17%,3
CC1CCC(NC(=O)c2ccc(CNc3c(NC4CCCCC4)c(=O)c3=O)cc2)CC1 (stereo not given),6%,20%,-16%,9%,0%,-16%,-25%,-5%,1
Cc1cc(N/N=C/c2ccc(O)cc2O)nc(-c2ccccc2O)n1,-7%,19%,34%[59 µM],2%,i,-12%,0%,-4%,-2
O=c1cc(-c2ccccc2)c2cc3c(cc2[nH]1)OCCO3,2%,40%[activator],1%,4%,-5%,-13%,nt,-4%,0
O=S(=O)(c1ccc(SCc2ccccc2)nc1)N1CCCC1,-4%,168%[activator],?,-1%,-3%,113%[activator],71%[activator],-20%,0
N#CC1=C(N)C(C#N)(C#N)[C@H](c2c(F)cccc2F)[C@H]2CC3(CC=C12)OCCO3,?,31%,50µM*,22%,-3%,-15%,-14%,-8%,-9
COc1ccc(CNC(=S)N/N=C/c2ccc(OC)c(OC)c2)cc1,2%,23%,nt,3%,-10%,-4%,-15%,-14%,-1

# 3 of these compounds in another layout.
mol | Pin1 inh | HP1b chromo inh | G9a block | GLS inhibitor | PGK inhibitor | JMJD2A Tudor | BAZ2B inh | POLH inh | PI4K2A inh
O=C(/C=C/c1ccccc1O)c1ccc(Cl)cc1 | 0% | 27% | ? | 26% | i | -22% | ? | -10% | -4
c1coc(CSc2ncnc3c2oc2ccccc23)c1 | ? | 53%[activator] | 13%[59 µM] | -8% | 0% | 13% | -4% | 3% | 1
O=C1c2cc(Cl)ccc2OC2(CCNCC2)C12CC(c1ccccc1)=NO2 (stereo not given) | -1% | 20% | -10%[12.7 µM] | 0% | -1% | -18% | -2% | -11% | 8

# (further entries)
SMILES,Pin1 inh,HP1b chromo inh,G9a block,GLS inhibitor,PGK inhibitor,JMJD2A Tudor,BAZ2B inh,POLH inh,PI4K2A inh
CCNS(=O)(=O)c1ccc(CCC(=O)N2CCN(C(=O)OCC)CC2)cc1,-3%,36%,-8%,0%,0%,0%,-10%,-18%,-4
COc1cc(NC(=O)Cn2c(=O)n(Cc3ccco3)c(=O)c3oc4ccccc4c32)cc(OC)c1,37%[activator],33%,-4%[59 µM],-3%,-3%,-12%,-3%,8%,-4
Cc1c(NC(=O)c2ccc3c(c2)C(=O)N(Cc2ccco2)C3=O)cccc1C(=O)O,-5%,20%,?,-5%,-3%,-27%,nt,32µM*,-4
COc1ccc(NC(=O)C(c2ccccc2)N(C)C(=O)CNC(C)=O)cc1 (stereo not given),4%,20%,-2%,14%,3%,4%,7%,4%,1
CCOC(=O)NCc1ccc2c(c1)cc(C)n2C,-12%,-7%,16%[12.7 µM],2%,-4%,-27%,-37%,4%,-1
COCCn1c(Cc2ccccc2)nnc1SCc1ccc([N+](=O)[O-])cc1,8%,26%,?,1%,-2%,-12%,-28%,-16%,-11
O=C(NC1CCCCC1)c1cc([N+](=O)[O-])ccc1N1CCOCC1,-2%,20%,20%[2.33 µM],-2%,-3%,-4%,4%,-11%,5
CCC1CCCCN1S(=O)(=O)c1ccc(C(=O)Nc2nnc(C3=COCCO3)o2)cc1 (stereo not given),-4%,38%,15%,1%,0%,-12%,79µM*,-10%,-6
CCC(=O)N(Cc1ccco1)c1nc(C(=O)Nc2ccc(Cl)cc2)c(C)s1,77%[activator],-14%,?,-8%,3%,-18%,-37%,-10%,-9
Cc1c(Nc2nc(-c3ccccc3)cs2)c(=O)n(-c2ccccc2)n1C,-3%,7%,15%[59 µM],8%,-5%,-19%,3%,-10%,7
COc1ccc(N=C2SC(CC(=O)Nc3ccccc3)C(=O)N2CC2CCCO2)cc1 (stereo not given),?,22%,2%[59 µM],0%,-8%,-14%,-8%,-18%,2
CN1/C(=C/C(=O)CSc2ccccc2C(=O)O)C(C)(C)c2ccccc21,19%,2%,?,0%,-13%,-30%,?,-7%,0
CCc1ccc(NC(=O)Cn2cnc3sc(C)c(S(=O)(=O)N4CCOCC4)c3c2=O)cc1,2%,1%,3%,?,i,-15%,0%,-16%,0
O=C(Oc1ccc2ccccc2c1)C1CCC1,-3%,124%[activator],55%[activator][59 µM],-1%,12%,64%[activator],?,-24%,-1
CCc1cc2c(=O)[nH]c(Cc3ccc(OC)cc3)nc2s1,2%,15%,-11%[59 µM],11%,10%,-16%,2%,-13%,-2
COc1ccc2c(c1)Sc1ccccc1N2CCN(C)C,-14%,32µM*,?,8%,-12%,?,25µM*,-18%,-8
CCN(C(=O)C1CCC(CNS(=O)(=O)c2cccc3nsnc23)CC1)c1cccc(C)c1 (stereo not given),?,1%,?,7%,7%,-28%,-35%,?,-13
Cc1ccc(-n2nc(N)c3c(=O)oc(N(C)C)nc32)cc1,-6%,19%,nt,-6%,10%,-18%,-1%,-11%,10
O=C(N/N=C/c1cccs1)C(O)c1ccccc1 (stereo not given),2%,29%,-3%,-5%,-3%,-23%,-1%,-4%,6
COc1cccc(C2C3=C(N=c4s/c(=C\c5cccc(O)c5)c(=O)n42)c2ccccc2CC3)c1OC (stereo not given),?,?,?,2%,-4%,?,-10%,-14%,-3
CNC(=O)C(=O)Nc1c(O)c2ccccc2[nH]c1=O,-7%,27%,nt,?,-2%,-15%,-12%,-12%,-6
CCOC(=O)c1ccc(NC(=O)Nc2ccn(C)n2)cc1,3%,?,-7%[12.7 µM],3%,-5%,-35%,9%,-4%,2
COc1cccc(C(=O)CN2CCN(S(=O)(=O)c3ccc(Br)cc3)CC2)c1,-8%,38%,?,9%,i,-25%,2%,-2%,-8
CC(=O)c1ccc(N2CCN(C(=O)COc3ccc(F)cc3)CC2)c(F)c1,-5%,32%,3%,10%,-7%,-13%,-1%,-11%,2
COc1ccccc1NC(=O)N1CCN(c2ccc3nnc(-c4ccc(F)cc4)n3n2)CC1,?,16%&-9%,?,-40%&4%,0%,-11%&-32%,-11%&-5%,-11%&-13%,0&-2
Cc1cccc(C)c1OCc1cn(CC(=O)c2ccc(O)cc2)nn1,-2%,15%,nt,1%,-8%,89µM*,nt,0%,?
Cc1cc(NC(=O)c2ccc(Cl)cc2)no1,?,26%,1%[12.7 µM],1%,0%,-18%,5%,-2%,1
N#Cc1ccsc1NC(=O)c1ccc2ncsc2c1,nt,nt,nt,10%,-9%,nt,nt,?,7
CC(=O)c1cc(C#N)c(N(C)Cc2ccccc2)nc1C,0%,27%,65%[activator],5%,-5%,31%,?,-1%,-1
O=[N+]([O-])c1ccc(C[n+]2cccc(O)c2)cc1,-1%,31%,-8%[2.33 µM],-8%,-1%,-3%,2%,-7%,5
